KLK7 zymogen act: proKLK7 zymogen activators, primary screen, biochemical, fluorescence intensity; Kallikrein-7 (Homo sapiens), P49862; purified proKLK7, EDANS-DABCYL substrate fluorescence; 100% is mature enzyme control, 0% vehicle; activation, % at 7 µM; 370,000 compounds, 0.9% hits; AID 652039, 2013;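 active = activation above the mean of all tested compounds plus 3 SD, computed per campaign excluding outliers beyond control limits, cut at about 13% in these data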
Target sequence (P49862 whole entry, looked up): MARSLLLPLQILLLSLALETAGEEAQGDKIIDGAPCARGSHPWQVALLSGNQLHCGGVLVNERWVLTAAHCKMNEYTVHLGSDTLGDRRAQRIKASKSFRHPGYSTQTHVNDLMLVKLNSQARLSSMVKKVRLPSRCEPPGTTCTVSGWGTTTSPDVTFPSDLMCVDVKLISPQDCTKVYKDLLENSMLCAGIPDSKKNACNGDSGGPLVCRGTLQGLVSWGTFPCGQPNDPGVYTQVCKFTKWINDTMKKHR
GC-B act: human GC-B receptor activators, primary screen, HEK293 GC-B cells, cGMP TR-FRET, EC30 CNP; 370,000 compounds, 0.11% hits; Atrial natriuretic peptide receptor 2 (Homo sapiens), P20594; activation, % at 10 µM; 0% at EC30 CNP, 100% saturating CNP;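 active = activation at 10 µM reaching about 35% in either raw or pattern-adjusted values, limit read from the data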
GAA850 FXN act: FXN promoter activators, primary screen, cell-based, luciferase luminescence, HEK293 lucGAA850; HEK293 lucGAA850 FXN promoter luciferase reporter, 24 h; percent of 10 µM SAHA response; activation, % at 6 µM; 360,000 compounds, 0.56% hits;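 active = activation above the average of all compounds screened plus 3 SD, cutoff fixed separately per campaign, cut at about 7.5% in these data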;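 also: 0% = DMSO wells and 100% = 10 µM SAHA wells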
ssDAF12 agonist: S. stercoralis DAF-12 nuclear receptor activators, primary screen, cell-based, luminescence, HEK293, GRIP1 co-expression, lit1-tk-luc; 370,000 compounds, 1% hits; HEK293 ssDAF-12/GRIP1 lit1-tk-luc reporter; % of 3 µM dafachronic acid response; Nuclear hormone receptor DAF-12 (Strongyloides stercoralis); AID 652126, 2013; activation, % at 6.8 µM;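 active = activation above the mean over all tested compounds plus 3 SD, cut at about 0.9% in these data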;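 also: 0% = DMSO-only wells and 100% = 3 µM delta7-dafachronic acid wells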
DAX1 inh-1: DAX1 (NR0B1) inhibitors on StAR promoter, primary screen, cell-based, luminescence, SF-1 (NR5A1), full-length DAX-1; HEK293T StAR-luciferase reporter, SF-1/DAX-1 repression relief; inhibition, % at 6.8 µM; 370,000 compounds, 1.1% hits; AID 652010, 2013;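 active = inhibition above the mean over all tested compounds plus 3 SD, cut at about 3.6% in these data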;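 also: 0% = DAX-1 cells with DMSO and 100% = cells lacking DAX-1 with DMSO; higher inhibition means more luminescence from relief of DAX-1 repression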
SMARCA2 activ: SMARCA2 (BRM) function activators, primary screen, cell-based, luminescence, high throughput | MG213 cells, MMTV-luciferase reporter, dexamethasone, overnight | activation, % at 9.1 µM | 370,000 compounds, 1% hits | AID 652017, 2013; in the data active = activation above about 7.8%;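 also: 0% = vehicle wells and 100% = reference activator wells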
sPLA2-III inh: human group III sPLA2 inhibitors, primary screen, biochemical, QFRET, BODIPY PC-A2 liposome substrate. Group 3 secretory phospholipase A2 (Homo sapiens), Q9NZ20. QFRET BODIPY PC-A2 liposome hydrolysis, fluorescence. inhibition, % at 12.2 µM. 370,000 compounds, 0.56% hits;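 active = inhibition above mean plus 3 SD of compounds lying within the high and low control bounds, cut at about 19% in these data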;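 also: 0% = median of test compound wells and 100% = no enzyme DMSO wells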
Target sequence (Q9NZ20 whole entry, looked up): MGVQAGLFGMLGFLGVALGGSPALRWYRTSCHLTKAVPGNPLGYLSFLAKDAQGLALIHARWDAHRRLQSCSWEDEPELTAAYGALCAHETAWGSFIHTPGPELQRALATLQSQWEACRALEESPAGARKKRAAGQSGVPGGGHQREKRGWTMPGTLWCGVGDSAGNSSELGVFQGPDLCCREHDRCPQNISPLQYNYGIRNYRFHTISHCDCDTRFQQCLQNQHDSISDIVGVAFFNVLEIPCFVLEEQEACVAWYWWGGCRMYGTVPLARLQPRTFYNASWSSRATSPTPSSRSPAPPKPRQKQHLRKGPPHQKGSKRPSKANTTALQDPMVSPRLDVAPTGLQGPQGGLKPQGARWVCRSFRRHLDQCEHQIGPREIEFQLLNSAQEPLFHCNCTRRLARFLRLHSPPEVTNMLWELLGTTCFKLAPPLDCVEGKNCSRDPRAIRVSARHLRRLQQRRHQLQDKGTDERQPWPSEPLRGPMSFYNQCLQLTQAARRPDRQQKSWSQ
hcDAF-12 act: H. contortus DAF-12 nuclear receptor activators, primary screen, cell-based, luminescence, HEK293, lit1-tk-luc reporter; 370,000 compounds, 1.4% hits; HEK293 hcDAF-12 lit1-tk-luc reporter; 0% DMSO, 100% Δ7-dafachronic acid; activation, % at 6.8 µM;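 active = activation above the mean of all tested compounds plus 3 SD, cut at about 5.5% in these data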;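 also: 100% = response to 3 µM Δ7-dafachronic acid high control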
DAX1 inh-2: DAX1 (NR0B1) inhibitors, primary screen, cell-based, HEK293, Gal4-DAX1, luciferase luminescence | Nuclear receptor subfamily 0 group B member 1 (Homo sapiens), P51843 | HEK293 Gal4-DAX1 luciferase reporter | inhibition, % at 6.75 µM | 340,000 compounds, 0.99% hits | AID 504766, 2011;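 active = inhibition above the mean over all tested compounds plus 3 SD, cut at about 4.2% in these data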;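 also: 0% = DAX1-transfected cells with DMSO and 100% = empty-vector control cells with DMSO; inhibition shows as a rise in luminescence from relieved DAX1 repression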
Target sequence (P51843 207-470 limits assumed): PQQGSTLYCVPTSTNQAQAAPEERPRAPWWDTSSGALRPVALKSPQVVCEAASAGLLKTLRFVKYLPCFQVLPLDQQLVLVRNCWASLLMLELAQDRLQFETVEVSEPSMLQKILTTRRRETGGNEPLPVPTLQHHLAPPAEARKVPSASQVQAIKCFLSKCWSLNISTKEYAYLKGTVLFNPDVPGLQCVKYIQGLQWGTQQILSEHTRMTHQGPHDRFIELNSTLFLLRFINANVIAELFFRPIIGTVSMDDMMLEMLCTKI
NPR1 activator: GC-A stimulated cGMP production enhancers – HEK293 GC-A cells, cGMP TR-FRET, EC30 ANP, primary screen | AID 1671463, 2021 | activation, % at 10 µM | 0% at EC30 ANP, 100% saturating ANP | 370,000 compounds, 0.14% hits | Atrial natriuretic peptide receptor 1 (Homo sapiens), P16066; in the data active = activation above about 40%
hgDAF12 agonist: H. glycines DAF-12 receptor agonists, primary screen, cell-based, luminescence, HEK293, GAL4 fusion, UAS-luciferase | AID 687014, 2013 | activation, % at 6.8 µM | HEK293 GAL4-hgDAF12 UAS-luciferase reporter, agonist luminescence; normalized to butyrate control | 370,000 compounds, 1.8% hits | Nuclear hormone receptor DAF-12 (Heterodera glycines), GAL4 fusion;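 active = activation above a cutoff set at the mean of all screened compounds plus 3 SD, cut at about 10% in these data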;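 also: 0% = DMSO wells and 100% = sodium butyrate wells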
The depositor's hits bear a star; nt = no result given.

Each structure is followed by: KLK7 zymogen act	GC-B act	GAA850 FXN act	ssDAF12 agonist	DAX1 inh-1	SMARCA2 activ	sPLA2-III inh	hcDAF-12 act	DAX1 inh-2	NPR1 activator	hgDAF12 agonist
[1] Cc1cccc(N2CC(C(=O)Nc3nc4ccc(S(C)(=O)=O)cc4s3)CC2=O)c1C (stereo unspecified)
→ 0.1	-6	-1.0	-0.4	-1.0	0	-16	1.2	0.2	-2	9.9
[2] CC(OC(=O)Cc1cccc(C(F)(F)F)c1)C(=O)Nc1ccc(Cl)cn1 (stereo unspecified)
→ 0.2	-1	2.9	-1.1	-1.4	4	-6	-0.9	0.0	-3	0.3
[3] O=C(OCC(=O)N1CCCC1)c1ccccc1OCc1ccccc1
→ -0.7	3	0.3	-1.4	1.1	0	-1	-1.4	-0.6	-1	1.4
[4] Cc1cccc(NC(=S)N/N=C/c2c[nH]c3ccccc23)c1
→ -3.0	-9	-1.6	-0.3	-0.5	-2	3	0.4	-1.2	-7	14*
[5] CCC(=O)n1nc(-c2cccnc2)nc1NCc1cccs1
→ 0.3	-3	3.4	-1.1	-0.4	-2	0	-0.1	-0.4	-3	-3.0
[6] N#C/C(=C\C1CC=CCC1)c1nc2ccccc2[nH]1 (stereo unspecified)
→ -1.0	1	-0.6	-1.7	-1.8	-4	-6	-0.5	-1.7	4	2.2
[7] CC1(C)CC(=O)C2=C(C1)NC(SCC(=O)Nc1ccccc1)=C(C#N)C2c1ccco1 (stereo unspecified)
→ 0.3	-8	3.3	-1.2	-0.1	7	3	0.2	1.1	-7	1.8
[8] CCN(CC)S(=O)(=O)c1cccc(C(=O)NC2=NCCS2)c1
→ -0.5	5	2.7	-0.3	0.1	-2	-7	-2.2	1.0	3	-1.6
[9] C(=N\Nc1nnnn1-c1ccccc1)/c1ccncc1
→ 0.7	1	-1.8	-1.0	-0.2	-1	6	-2.0	1.0	-2	-1.3
[10] NC(Cc1ccc(Cl)cc1)c1csc(Nc2cc(Oc3ccccc3)ncn2)n1 (stereo unspecified)
→ -1.1	-4	2.2	-0.7	0.4	-6	27*	0.7	nt	-7	1.1
[11] CCOc1ccc(C2=CS/C(=C(\C#N)c3nnc4n3CCCCC4)N2CC)cc1
→ 0.1	0	-4.1	-2.1	-1.2	2	3	-3.4	-2.7	0	-4.5
[12] CC(C)(C)NC(=O)C(c1ccnc2ccccc12)n1c(=O)c(-c2cc3ccccc3[nH]2)nc2ccccc21 (stereo unspecified)
→ -35	-10	nt	-0.1	2.8	1	-15	1.2	nt	-2	3.2
[13] Cc1cccc(N2C(=O)C(Cl)=C(Nc3c(C)n(C)n(-c4ccccc4)c3=O)C2=O)c1C
→ 0.0	3	-0.4	-0.8	0.3	1	-2	-0.9	-0.2	2	2.9
[14] Cc1oc(CC(C)C)cc1C(=O)Nc1cccc2ccccc12
→ 0.1	-9	-2.7	-0.7	0.0	-2	-20	-1.0	0.2	9	-2.9
[15] C/C(=N\NC(=O)c1ccc(CN2CCc3ccccc3C2)cc1)c1ccccc1O
→ -5.7	3	0.1	-1.2	-2.3	-6	33*	-0.3	-0.8	-2	-2.9
[16] O=C(CNC(=O)c1ccccc1F)N/N=C/c1cc(Br)ccc1OCc1ccccc1
→ -0.2	-5	0.3	-1.7	0.1	-4	-20	-3.2	-1.5	-3	1.9
[17] O=C1NC[C@H](CCCCN2C[C@H](Cc3ccc(O)cc3)N(CC3CCCCC3)C(=O)C2=O)N(CCc2ccc(O)cc2)C1=O
→ 0.6	2	nt	-1.1	1.2	-2	-9	-1.1	nt	0	-0.7
[18] O=C(CCCCn1c(=O)c2ccccc2n(Cc2ccccc2F)c1=O)NC1CCN(Cc2ccccc2)CC1
→ 0.6	6	-2.3	-2.0	-0.1	4	-15	-1.6	1.5	2	-5.3
[19] COc1ccc(C(=O)NNC(=O)CSc2nnc(-c3cccnc3)n2C)cc1
→ 0.3	0	5.5	-1.9	0.4	7	0	-0.4	-0.2	0	3.3
[20] COc1ccc(/C=C(/NC(=O)c2ccco2)C(=O)N2CCCCCC2)cc1OC
→ 0.0	2	2.7	-1.8	1.0	2	-1	-3.1	0.3	-1	-3.6
[21] CC(=O)Nc1ccc2oc(C)nc2c1
→ -0.3	-1	2.7	-1.0	0.4	-2	0	-1.6	1.1	2	1.4
[22] CCN(CC(=O)NC1CCS(=O)(=O)C1)C(=O)c1cc(OC)c(OC)c(OC)c1 (stereo unspecified)
→ 0.0	3	0.9	-1.4	0.7	1	-2	-1.1	0.8	0	0.6
[23] Cc1c2n(c3ccccc13)CCC2=O
→ 9.0	-3	2.9	-0.7	-0.1	2	-2	-0.4	-1.4	6	0.8
[24] COc1ccccc1CNC(=O)COC(=O)c1ccc(C(=O)c2ccccc2)cc1
→ 0.3	2	1.0	-0.6	-0.5	3	-6	0.4	1.9	-2	0.6
[25] O=C1CC(N2CCN(c3ccccn3)CC2)C(=O)N1c1ccc(Cl)cc1 (stereo unspecified)
→ 0.4	5	1.8	-1.3	0.0	-2	3	-0.4	0.3	6	0.8
[26] COc1cc(CN(C(=S)NCC(=O)O)C2CCCC2)cc(OC)c1OC
→ -0.1	3	-0.5	-2.3	-0.3	0	11	-1.4	4.2	0	-4.8
[27] CCOC(=O)c1cnc2c(OC)cccc2c1Nc1ccc2c(c1)OCCO2
→ -0.3	3	-1.7	-1.6	-0.8	-4	-8	-0.9	1.3	15	-3.1
[28] O=C(CC1C(=O)NCCN1CC1CCCCC1)NCc1cccc(F)c1F (stereo unspecified)
→ 0.3	3	0.3	-1.3	0.3	-1	13	-0.1	0.5	1	-1.6
[29] CCC(=O)N1CCN(CCN=CC2=C(O)CC(C)(C)CC2=O)CC1
→ 0.1	1	-0.1	-1.9	-0.9	-2	4	-1.3	-0.2	6	-0.4
[30] COc1ccc(-c2nc(-c3cccnc3)no2)cc1
→ 0.3	2	4.0	1.3*	2.7	2	-1	5.4	1.0	-2	11*

Some of these compounds in order of their number in DAX1 inh-1, largest number first:
No.	compound	KLK7 zymogen act	GC-B act	GAA850 FXN act	ssDAF12 agonist	DAX1 inh-1	SMARCA2 activ	sPLA2-III inh	hcDAF-12 act	DAX1 inh-2	NPR1 activator
10	NC(Cc1ccc(Cl)cc1)c1csc(Nc2cc(Oc3ccccc3)ncn2)n1 (stereo unspecified)	-1.1	-4	2.2	-0.7	0.4	-6	27*	0.7	nt	-7
1	Cc1cccc(N2CC(C(=O)Nc3nc4ccc(S(C)(=O)=O)cc4s3)CC2=O)c1C (stereo unspecified)	0.1	-6	-1.0	-0.4	-1.0	0	-16	1.2	0.2	-2
2	CC(OC(=O)Cc1cccc(C(F)(F)F)c1)C(=O)Nc1ccc(Cl)cn1 (stereo unspecified)	0.2	-1	2.9	-1.1	-1.4	4	-6	-0.9	0.0	-3

New compounds follow:
Each structure is followed by: KLK7 zymogen act	GC-B act	GAA850 FXN act	ssDAF12 agonist	DAX1 inh-1	SMARCA2 activ	sPLA2-III inh	hcDAF-12 act	DAX1 inh-2	NPR1 activator	hgDAF12 agonist
[31] CC[n+]1cc(C)ccc1/C=C/c1ccc(N(C)C)cc1
→ 0.8	-16	-6.3	-2.1	-2.0	-6	2	-5.9	-0.4	-28	-8.2
[32] CCOC(=O)c1cc(C)n(-c2c(C)n(C)n(-c3ccccc3)c2=O)c1C
→ -0.1	6	0.4	-1.2	-0.3	2	-4	-1.4	0.7	-7	1.9
[33] C=CCN(Cc1ccc(Cl)s1)C(=O)c1cc(S(=O)(=O)N2CCOCC2)ccc1F
→ 0.1	1	-1.6	-1.4	-0.3	-3	11	0.2	-1.0	-1	-5.2
[34] Cc1ccc(C)c(NC(=O)COC(=O)Cn2c(C)csc2=O)c1
→ -0.5	11	-0.3	-1.6	1.5	-4	5	-0.1	1.1	-2	3.7
[35] CCOc1cc(CNn2cn[nH]c2=S)cc(Cl)c1OCc1ccccc1F
→ -1.4	0	3.1	-1.4	-0.9	-3	5	1.7	-0.9	-2	-1.7
[36] Cc1ccc(C(=O)Nc2cccc(C(=O)O)c2)cc1S(=O)(=O)N1CCOCC1
→ -0.7	0	1.0	-0.9	0.6	2	4	0.3	-2.2	3	4.2
[37] Brc1ccc(-c2nnc(-c3ccccc3Br)o2)cc1
→ -0.3	-6	3.9	-0.7	2.4	8.4*	4	4.7	0.2	-7	9.8
[38] Cc1ccc(NC(=O)c2ccc(CSc3ccccn3)cc2)cc1
→ -0.6	-4	4.0	-1.1	-0.4	-4	3	-0.5	1.8	0	4.7
[39] COc1cc(/C=C/C(=O)O)cc(S(=O)(=O)NC2CCCC2)c1OC
→ 0.3	-4	0.3	-1.2	0.7	-5	9	-1.5	-1.0	-2	-3.3
[40] Cc1c(NC(=O)CSc2nc3ccc(Cl)cc3[nH]2)c(=O)n(-c2ccccc2)n1C
→ -0.1	1	-0.9	-1.1	-0.5	2	-3	-0.9	0.5	1	0.6
[41] COc1ccc(S(=O)(=O)N2CCOC2CNC(=O)C(=O)NCCCN2CCOCC2)cc1OC (stereo unspecified)
→ -0.1	2	1.4	-1.0	-1.1	1	0	1.1	0.2	5	1.0
[42] COC(=O)C1CN(Cc2ccc(F)cc2)CCS(=O)(=O)N1Cc1cn(CCOC(C)=O)nn1 (stereo unspecified)
→ 0.4	4	nt	-1.6	0.1	1	7	1.6	nt	-3	0.3
[43] COCC(=O)N(Cc1cc2cccc(C)c2[nH]c1=O)c1ccccc1
→ -0.3	-8	-1.8	-0.8	-0.6	2	3	3.5	1.6	-6	-1.1
[44] Cc1[nH][nH]c(=O)c1C=NCc1cccnc1
→ 0.5	-6	2.4	-1.0	0.3	-1	6	-0.3	2.6	-3	3.0
[45] CCC1CCCCN1Cc1ccc(OC)c(C)c1C (stereo unspecified)
→ -0.3	-5	0.0	-1.1	0.5	1	5	0.6	-0.1	0	-1.9
